High-throughput results deposited in PubChem by several laboratories.
MEX-5 binding – C. elegans MEX-5 TCR-2 RNA binding activity | Q9XUB2 | MEX-5/FITC-TCR2 RNA binding, fluorescence polarization; stronger effect = lower value | activity score (negative = inhibition of binding), % at 10 µM | actives 0.38% (n = 300,000) | AID 1832;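 active = inhibition past about -25% in most replicates, and total fluorescence under double the plate's negative control median, limit read from the data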;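 also: 0% = DMSO and -100% = 5 µM competing unlabeled TCR2 RNA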
PAD4 inh – inhibitors of human PAD4. Q9UM07. recombinant PAD4, RCA probe fluorescence polarization. inhibition, % at 6.36 µM. actives 0.41% (n = 330,000). AID 485272;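 active = percent inhibition above a cutoff equal to the mean of all tested compounds plus 3 SD, cut at about 15% in these data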;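 also: 0% = PAD4 with RCA probe and DMSO and 100% = probe without PAD4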
Target sequence (Q9UM07 whole entry, looked up): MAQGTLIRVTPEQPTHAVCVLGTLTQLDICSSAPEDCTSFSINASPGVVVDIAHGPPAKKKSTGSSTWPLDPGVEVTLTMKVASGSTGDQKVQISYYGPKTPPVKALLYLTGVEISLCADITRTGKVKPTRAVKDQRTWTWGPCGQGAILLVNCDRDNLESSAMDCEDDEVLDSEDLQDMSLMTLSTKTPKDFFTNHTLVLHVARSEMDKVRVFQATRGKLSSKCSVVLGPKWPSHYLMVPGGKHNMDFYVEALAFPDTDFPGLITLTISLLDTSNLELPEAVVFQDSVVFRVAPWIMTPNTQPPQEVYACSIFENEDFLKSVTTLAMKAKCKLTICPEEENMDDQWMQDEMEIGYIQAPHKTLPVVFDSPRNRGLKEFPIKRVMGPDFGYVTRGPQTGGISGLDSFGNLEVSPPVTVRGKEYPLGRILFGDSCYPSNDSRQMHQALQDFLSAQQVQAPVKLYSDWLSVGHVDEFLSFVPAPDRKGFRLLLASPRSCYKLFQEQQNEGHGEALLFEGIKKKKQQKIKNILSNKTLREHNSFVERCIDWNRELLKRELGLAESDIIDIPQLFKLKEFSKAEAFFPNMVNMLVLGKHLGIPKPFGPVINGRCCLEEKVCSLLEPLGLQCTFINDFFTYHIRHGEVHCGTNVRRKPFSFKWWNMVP
TPT1 inh – blocks Candida albicans tRNA 2'-phosphotransferase. recombinant caTPT1, FP RNA substrate dephosphorylation. inhibition, % at 5 µM. actives 0.81% (n = 300,000). AID 1962;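 active = inhibition above the mean of all tested compounds plus 3 SD, set per screening campaign, cut at about 24% in these data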;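 also: plate controls were DMSO alone for no effect and ferristatin control at 100 nM for full effect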
PME-1 primary – blocks human protein phosphatase methylesterase 1; recombinant PME-1, FP-Rh probe fluorescence polarization; inhibition, % at 5.9 µM; actives 0.53% (n = 320,000); AID 2130;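 active = inhibition above the campaign mean of all compounds plus 3 SD, cut at about 26% in these data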;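 also: competitive labeling of PME-1 active site by serine hydrolase directed probe; 0% = PME-1 with DMSO and 100% = wells lacking PME-1 enzyme; inhibitors block probe labeling so polarization falls and inhibition rises; many of its hits are not listed in these tables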
MCL1-BIM inh – MCL1-BIM-BH3 interaction inhibition (human); GST-MCL1 / FITC-Bim-BH3 fluorescence polarization; inhibition, % at 10.9 µM; Q07820; AID 2057; actives 0.68% (n = 320,000);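 active = inhibition above the mean inhibition of all tested compounds plus 3 SD, set per campaign, cut at about 40% in these data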;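 also: 0% = DMSO wells and 100% = unlabeled Bim-BH3 peptide control; higher means more loss of mP so more displacement of Bim peptide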
GSTO1 counter – blocks human GSTO1 in RBBP9 counter-screen. P78417. recombinant GSTO1, activity-based probe fluorescence polarization. inhibition, % at 5.96 µM. actives 1.1% (n = 300,000). AID 1974;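 active = inhibition above the campaign mean inhibition plus 3 SD, cut at about 35% in these data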;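 also: 0% = GSTO1-1 with DMSO and 100% = wells lacking GSTO1-1 enzyme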
Fam108B counter – Fam108B inhibition, counter-screen for RBBP9 inhibitors; inhibition, % at 9.51 µM; AID 1947; actives 0.33% (n = 300,000); recombinant Fam108B, FP-Rh probe fluorescence polarization;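 active = inhibition above the screen mean inhibition plus 3 SD, computed separately per campaign, cut at about 18% in these data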;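 also: inhibitors lower polarization as less probe binds the enzyme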
BCLXL inh – Bcl-xL (human) inhibition; Q07817; actives 0.7% (n = 320,000); GST-Bcl-xL / FITC-Bim BH3 peptide fluorescence polarization; inhibition, % at 10.9 µM; AID 2129;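 active = inhibition above the mean of all tested compounds plus 3 SD, cutoff set per campaign, cut at about 30% in these data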;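 also: 0% = DMSO wells and 100% = unlabeled Bim-BH3 peptide competitor; inhibitors lower millipolarization by displacing the labeled peptide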
GLD-1 TGE inh – GLD-1-TGE RNA interaction inhibition (C. elegans). actives 0.44% (n = 320,000). purified GLD-1 + fluorescein TGE RNA, fluorescence polarization. inhibition, % at 5.96 µM;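 active = percent inhibition above a per-plate cutoff, the plate mean of test compounds plus 3 SD, cut at about 30% in these data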;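 also: 0% = DMSO wells with GLD-1 and probe and 100% = wells lacking GLD-1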
* hit, by the source's call; . = no result given. Only part of the results is shown. The share of hits here may be higher or lower than overall.

mol,MEX-5 binding,PAD4 inh,TPT1 inh,PME-1 primary,MCL1-BIM inh,GSTO1 counter,Fam108B counter,BCLXL inh,GLD-1 TGE inh
O=C(O)c1ccc(COc2ccc3ccccc3c2/C=C2/NC(=O)N(c3ccccc3)C2=O)cc1,-1.3,-4,-2,-7,5,-5,-7,13,-3
CCCCn1c(SCC(=O)N2CCCC2=O)nc2cc(S(N)(=O)=O)ccc21,.,0,.,-5,-10,.,.,-10,2
O=C(/C(=C/c1ccc(Cl)cc1)c1nc2ccccc2[nH]1)c1ccccc1,.,-4,-3,-33,-2,-16,-36,0,7
S=C(NCc1ccccc1Cl)NC1CCCC1,2.0,0,4,-7,2,3,-3,3,9
CCc1ccccc1NC(=O)c1cccc(N2C(=O)C3C4CCC(C4)C3C2=O)c1 (stereo not drawn),0.1,-5,1,-1,-1,4,0,-4,-1
O=C(COc1ccccc1Cl)Nc1cc(Cl)ccc1Oc1ccccc1,1.0,-11,1,6,1,1,-2,2,-2
CCOC(=O)c1cc(C)sc1NC(=O)CSC1=NCCS1,-2.6,15*,-1,5,-2,1,-5,1,3
Cc1nc(N=C(N)N)nc2ccccc12,0.3,-4,8,-2,5,4,0,-1,1
O=C(CC1C(=O)NCCN1CC1CCCCC1)NCc1cc(F)ccc1F (stereo not drawn),1.0,-1,-9,3,19,5,-2,13,7
N#Cc1c(C(F)(F)F)cc(-c2ccc(Cl)c(Cl)c2)nc1SCCN1CCOCC1,-16,-7,3,2,-2,-3,-2,4,-8
COc1cccc(/C=C2\Oc3cc(OCC(=O)N4CCCC4)ccc3C2=O)c1OC,1.2,-6,-1,-3,5,-7,-2,7,-1
COC(=O)c1ccccc1Sc1snnc1C,0.9,-1,5,1,-2,-7,-2,2,0
CCc1cccc2c(C(=O)CN3C(=O)NC4(CCCCCC4)C3=O)c[nH]c12,.,-1,.,-2,-11,.,.,-5,1
C=CCc1cccc(/C=N/NC(=O)C[n+]2ccccc2)c1O,-0.4,-2,-4,2,9,-2,3,8,-30
CCOc1ccccc1NC(=O)C1=C(C)NC(=O)NC1c1cccc(OC)c1OC (stereo not drawn),-1.3,-5,2,-3,4,-2,-2,-1,4
Cc1ccc(-c2nn(-c3ccccc3)cc2C(=O)Nc2ccc(C(=O)O)cc2)cc1,-1.9,1,-2,-4,5,-9,-2,11,6
Cc1ccc2cc(C)c(SCC#N)nc2c1,-1.7,-1,4,-6,-8,-10,-2,-2,-2
Cc1cc(O)c(C(C)C)cc1N=Cc1cc([N+](=O)[O-])ccc1O,-2.0,4,-5,-8,-29,27,-3,-14,9
CCN(CC)S(=O)(=O)c1ccc(/C=C/C(=O)N(c2ccccn2)C2CCCCC2)cc1,0.8,0,2,6,6,-5,0,3,-2
CCCN1C(=O)/C(=C/c2c(NCCCOC(C)C)nc3c(C)cccn3c2=O)SC1=S,4.2,-9,121*,-11,-88,-1,-6,-54,-61
CCC(C)c1ccc(OCC(=O)Nc2ccc(Cl)cn2)cc1 (stereo not drawn),-3.7,1,-2,-142,-3,-7,-6,1,6
CCOC(=O)c1cc2c(ccn2C)n1Cc1cc(C)ccc1C,-3.2,-5,-8,2,-2,0,3,3,5
CC1CCC2(CC1)NC(=O)N(CC(=O)c1ccc[nH]1)C2=O (stereo not drawn),2.0,-5,-3,-3,1,1,-2,4,-1
S=C(NCCCc1ccccc1)Nc1ccc(Cl)cc1,2.4,0,4,0,0,1,-6,5,5
CN(C)S(=O)(=O)c1cccc(C(=O)Nc2ccccc2)c1,0.3,-6,0,-1,4,-1,0,-4,-2
O=c1c2ccccc2c(C=NC2CCN(Cc3ccccc3)CC2)c(O)n1Cc1ccc2c(c1)OCO2,4.6,-2,3,-7,3,-9,-2,3,-2
Cc1cc(C)c(NC(=O)C2CSCCS2)c(C)c1 (stereo not drawn),-0.2,0,-6,6,8,2,4,4,-1
O=C1c2ccccc2C(=O)N1CCCc1c[nH]c2ccc(Cl)cc12,1.1,-2,-4,-3,-3,-3,1,0,5
O=C(CCN1CCc2ccccc21)c1ccc2c(c1)OCCO2,0.5,0,-1,-6,5,3,3,8,3
CC1CCCCC1NC(=O)c1cc(=O)[nH]c2ccccc12 (stereo not drawn),-0.7,3,0,-2,-3,4,-4,-4,5
Cc1ccc(C(=O)NC2CCS(=O)(=O)C2)cc1S(=O)(=O)N1CCCC1 (stereo not drawn),1.7,1,1,-2,3,4,-1,2,1
CCOC(=O)C1CCCc2c1[nH]c1ccc(Cl)cc21 (stereo not drawn),-4.8,-5,-6,1,9,-2,0,4,1
COc1ccc(CNC(=O)c2cccs2)cc1,-1.3,0,1,1,-2,-3,3,2,5
Cc1ccc(O)c(NC(=O)c2cc3nc4c(c(C(F)(F)F)n3n2)CCc2ccccc2-4)c1,0.1,-3,-8,3,6,6,4,8,1
COc1ccc(CNC(=O)CN(Cc2ccc(OC)cc2)C(=O)CCC(=O)Nc2ccccn2)cc1,-1.0,-1,-5,-2,1,-2,-6,5,1
COc1ccc(OC)c(-n2cnc3cc(C(=O)NCCCN4CCOCC4)ccc32)c1,-0.2,-14,2,-7,9,-1,-2,9,1
COC(=O)c1cc(Nc2cc(C)nc3ncnn23)cc(C(=O)OC)c1,0.2,-1,2,-4,4,7,-1,0,0
COc1ccc(CNC(=O)C(NC(C)=O)C(=O)Nc2ccc(OC)cc2)cc1 (stereo not drawn),0.0,-3,-1,0,4,8,0,7,0
NC(=O)CCSC(=S)N1CCOCC1,-2.9,-1,-6,-5,7,5,1,11,-4
Cc1ccccc1CN(C)CC(=O)Nc1ccccc1Oc1ccccc1,0.0,-3,0,1,5,-1,5,1,-5
C/C(CCC1CC(C)OC1=O)=N/Nc1nc(-c2ccccc2)cs1 (stereo not drawn),-0.2,0,4,1,4,-5,-6,7,-1
O=C(Nc1cccc(NC(=O)c2cccs2)c1)c1ccc2c(c1)OCCO2,-0.4,2,-1,-20,5,-9,-6,9,11
C(=N\N1CCOCC1)/c1nc(-c2ccccc2)n2ccccc12,0.7,-2,-2,7,-3,8,1,1,6
CCCCSc1nc2sc3c(c2c(=O)[nH]1)CC(C)(CC)OC3 (stereo not drawn),-0.1,-7,-1,-3,2,-14,1,1,2
Cn1cc(S(=O)(=O)Nc2cccc(F)c2)c(=O)n(C)c1=O,1.8,-9,-5,-7,-2,0,3,-2,7
CCCC[C@H]1COCCS(=O)(=O)N1Cc1ccc(Br)cc1,-0.6,2,1,7,8,2,1,3,1
CSC1=N/C(=C\c2ccc(F)cc2)C(=O)S1,-0.8,-1,-2,-1,2,2,-2,7,2
CCOC(=O)CSc1nc(COc2ccccc2)nc2ccccc12,1.6,4,0,-4,-3,-19,-6,-1,5
CC(C)NC(=O)CSc1nnc(-c2ccc(S(=O)(=O)N3CCCC3)cc2)n1CC1CCCO1 (stereo not drawn),1.5,-2,-7,6,3,5,4,-3,-7
